Source: PubChem BioAssay (several laboratories)
STEP block – STEP (human) phosphatase inhibition; P54829; recombinant STEP, OMFP fluorogenic substrate, fluorescence; inhibition, % at 20 µM; 360,000 tested, 0.25% active; AID 588621;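 active = inhibition at 20 µM, scaled per plate between control wells, above about 37%, limit read from the data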;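 note: 0% = DMSO with enzyme and substrate and 100% = substrate only without enzyme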
Target sequence (P54829 whole entry, looked up): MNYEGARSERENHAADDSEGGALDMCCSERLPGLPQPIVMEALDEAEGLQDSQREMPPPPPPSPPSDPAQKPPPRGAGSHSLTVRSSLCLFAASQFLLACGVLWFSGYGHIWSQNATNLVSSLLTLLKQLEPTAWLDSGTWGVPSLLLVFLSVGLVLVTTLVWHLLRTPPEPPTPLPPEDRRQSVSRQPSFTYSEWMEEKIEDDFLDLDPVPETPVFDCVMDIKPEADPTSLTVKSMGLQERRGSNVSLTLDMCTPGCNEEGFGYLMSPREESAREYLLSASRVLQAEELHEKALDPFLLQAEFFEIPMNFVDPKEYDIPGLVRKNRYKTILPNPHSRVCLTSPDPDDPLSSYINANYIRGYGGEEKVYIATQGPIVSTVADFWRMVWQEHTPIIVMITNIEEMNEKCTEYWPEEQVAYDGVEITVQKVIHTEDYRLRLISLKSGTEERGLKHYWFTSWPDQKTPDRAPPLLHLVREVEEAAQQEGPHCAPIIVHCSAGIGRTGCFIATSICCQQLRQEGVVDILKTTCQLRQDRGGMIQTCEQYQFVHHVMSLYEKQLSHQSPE
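System: STEP phosphatase, cell-free reaction; Buffer or medium: Bis-Tris pH 6.0 buffer with DTT, detergent; Incubation: 20 min at room temperature, dark; Measured by: fluorescence, 480/540 nm.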
SKN-1 inh – inhibitors of C. elegans SKN-1. C. elegans VP596 Pgst-4::GFP/RFP ratio, acrylamide-induced, 24 h. inhibition, % at 21.8 µM. 360,000 tested, 0.49% active. AID 624304;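 active = interference check ratio from 0.5 to 1.5 plus GFP to RFP signal ratio inhibition reaching or exceeding a fixed threshold, cut at about 30% in these data, passing the limit was not always enough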; note: some compounds called inactive have numbers as strong as hits
SUMO1 PPI mod – alters human SUMO1 binding to SIM partners; P63165; SUMO1 binding to a labelled peptide, TR-FRET, 1 h; inhibition, % at 20 µM; 360,000 tested, 0.33% active; AID 602429; in the data active = inhibition above about 37%
DNMT1 inh – blocks human DNA methyltransferase DNMT1; inhibition (reported as % activation of signal), % at 10 µM; DNMT1 molecular beacon, Hinp1I cleavage, fluorescence; 360,000 tested, 0.83% active; P26358; AID 588458; in the data active = inhibition above about 50%
LMPTP block – LMPTP (human) inhibition; P24666; recombinant LMPTP-A, OMFP fluorogenic substrate, fluorescence intensity; inhibition, % at 20 µM; 360,000 tested, 0.22% active; AID 651560;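 active = compounds that cut the enzyme signal by at least half of the control window in the single-dose screen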;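 note: plate controls were DMSO wells with enzyme plus substrate for no effect and substrate without enzyme for full effect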
Target sequence (P24666 whole entry, looked up): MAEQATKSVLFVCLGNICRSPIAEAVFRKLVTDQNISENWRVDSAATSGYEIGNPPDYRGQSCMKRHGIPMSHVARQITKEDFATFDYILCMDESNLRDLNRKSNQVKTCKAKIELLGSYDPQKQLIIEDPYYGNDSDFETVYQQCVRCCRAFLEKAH
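Test system – LMPTP-A enzyme · Amount – LMPTP-A at 0.625 nM final in the reaction · Buffer or medium – Bis-Tris pH 6.0, DTT, detergent · Reagent – OMFP 400 µM · Doses – single 20 µM dose · Schedule – reaction 50 min, room temperature, dark · Detection – fluorescence intensity of OMFP turnover product · Evaluation – percent inhibition versus substrate-only and uninhibited controls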
CendR NRP1 mod – alters CendR peptide binding to human NRP-1; 360,000 tested, 0.85% active; FAM-RPARPAR peptide binding to NRP-1, fluorescence polarization; inhibition, % at 25 µM; AID 602438; O14786;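 active = inhibition or corrected inhibition above about 18%, plus a signal ratio from 0.5 to 1.5, limit read from the data, passing the limit was not always enough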; note: strong numbers were not always called active
TbMetRS inhib – Trypanosoma brucei MetRS inhibition; purified T. brucei MetRS, ATP depletion, Kinase-Glo luminescence; 360,000 tested, 0.4% active; inhibition, % at 11.9 µM;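 active = inhibition above a per-plate cutoff of the control wells' mean inhibition plus 3 SD, cut at about 5.5% in these data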;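 note: 0% = DMSO wells median and 100% = median of wells with control inhibitor compound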
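System: purified T. brucei MetRS enzyme / Detection: Kinase-Glo luciferase luminescence reporting remaining unconsumed ATP / Medium: HEPES buffer with MgCl2, KCl, DTT, spermine, BSA, pyrophosphatase / Replication: singlicate, one well per compound / Evaluation: percent inhibition relative to median high and low control wells / Schedule: 2 h aminoacylation at 25 °C after 15 min preincubation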
NadD block – blocks S. aureus nicotinate mononucleotide adenylyltransferase; purified NadD enzyme, colorimetric absorbance read-out; inhibition, % at 20 µM; 360,000 tested, 0.78% active; AID 602399; in the data active = inhibition above about 26%; note: some compounds past the cut are filed as inactive
Neddylation inh – blocks human cullin neddylation; AID 651699; P61081+Q13564; calls only at 25 µM; TR-FRET cullin neddylation, biochemical; 360,000 tested, 0.58% active; in the data active = inhibition above about 36%
Scp-1 inhibitor – Scp-1 (human) phosphatase inhibition. Q9GZU7. Recombinant Scp1, phosphopeptide, malachite green phosphate absorbance. inhibition, % at 20 µM. 340,000 tested, 0.88% active;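 active = inhibition above about 50% at 20 µM, limit read from the data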;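 note: plate controls were DMSO wells with enzyme for no effect and wells lacking enzyme for full effect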
Target sequence (Q9GZU7 76-261 limits assumed): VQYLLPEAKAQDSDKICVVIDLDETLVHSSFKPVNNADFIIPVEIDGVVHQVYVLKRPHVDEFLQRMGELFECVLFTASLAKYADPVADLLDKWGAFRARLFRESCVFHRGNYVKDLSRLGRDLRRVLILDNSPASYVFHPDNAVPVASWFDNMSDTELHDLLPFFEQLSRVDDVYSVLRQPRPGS
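Test system: SCP-1 catalytic domain; Buffer or medium: Acidic Tris acetate buffer with magnesium and detergent; Also added: Phosphorylated 17-residue peptide substrate; Compound: single 20 µM dose, 1% DMSO; Schedule: enzyme reaction 45 min at room temperature, colour 5 min, stabilisation 30 min; Signal: Phosphate-binding colour reagent, absorbance read at 630 nm.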
* hit, by the source's call; i = inactive; . = no result given. Rows are unselected; about 4.6% have a hit in one of these screens.

SMILES,STEP block,SKN-1 inh,SUMO1 PPI mod,DNMT1 inh,LMPTP block,CendR NRP1 mod,TbMetRS inhib,NadD block,Neddylation inh,Scp-1 inhibitor
CC(=O)Nc1ccc(NC(=O)CSc2nc(C)nc3sc(C)c(C)c23)cc1,-2,7,3,-3,0.4,-5,0.2,2,i,-5
CO/N=C/NC(=O)NOCc1ccc(Cl)cc1Cl,-4,-20,4,-1,-0.1,-21,0.7,-1,i,-1
CC(C)c1ccc(C(C)NC(=O)C2CCCC2)cc1 (stereo unspecified),1,-6,2,4,0.1,-2,-0.2,-4,i,8
COc1ccc(NC(=O)COC(=O)Cc2c[nH]c3ccccc23)cc1Cl,4,-12,4,-11,1.7,9,0.7,-8,i,-18
Cc1ccc(S(=O)(=O)NCC(=O)OCC(=O)c2ccc(S(=O)(=O)N3CCCCC3)cc2)cc1C,0,-3,5,-3,0.8,6,0.2,14,i,-8
C[C@H](NC(=O)C[C@@H]1CC[C@H]2[C@@H](COC[C@H](O)CN2Cc2ccc(C(F)(F)F)cc2)O1)c1ccccc1,.,4,1,.,-0.9,9,0.8,.,i,.
Cc1ccc(OCC(=O)NC2CCCC(C)C2C)c([N+](=O)[O-])n1 (stereo unspecified),0,-2,-24,1,-0.7,7,-0.1,0,i,-13
Cc1ccnc(NS(=O)(=O)c2cnc(Cl)c(Br)c2)c1,4,-1,17,9,-1.2,1,-0.5,-6,i,-3
COc1cc(S(=O)(=O)N2CCN(C)CC2)c(OC)cc1Cl,-2,-30,2,2,0.7,-3,-0.2,-3,i,3
Cc1ccc(C)c(CC(=O)N2CCCC(c3cc(C(=O)Nc4ccc5c(c4)OCO5)no3)C2)c1 (stereo unspecified),1,1,5,4,0.8,-6,0.0,3,i,.
O=C(COC(=O)c1ccc(Cl)nc1)Nc1ccc2c(c1)OCCO2,-2,-3,4,8,-0.9,4,-0.2,-11,i,-2
C(#Cc1ccccc1)CN1CCCCC1,4,-6,-2,2,-1.9,0,-0.3,-6,i,-4
Cc1ccc(-c2nnnn2-c2ccccc2C(=O)O)cc1,-1,-1,2,-1,-0.7,6,-0.2,-3,i,-11
CC(Oc1ccc(Cl)cc1Cl)C(=O)NCc1ccncc1 (stereo unspecified),2,-14,0,1,-1.3,9,0.5,1,i,-9
C=CCSc1nc2c(N)ncnc2n1C1OC(CO)C(O)C1O (stereo unspecified),-3,1,3,1,-1.7,1,0.5,1,i,.
O=C(O)CC/C(=N/NC(=O)c1ccc(-c2ccccc2)cc1)c1ccccc1,-2,-2,3,0,-1.6,10,0.7,1,i,-5
Cc1cc(=O)[nH]c2nnc(-c3ccc(Br)cc3)n12,6,-4,5,1,-1.6,-6,-0.8,-5,i,-4
Cn1nc(-c2ccc3c(c2)OCCO3)c2ccccc2c1=O,0,0,3,0,-1.4,6,0.1,-6,i,-5
O=C(c1ccc(F)cc1)N1CCN(C(=O)c2cccnc2)CC1,-2,18,2,3,-2.2,14,-0.5,4,i,-8
COc1ccc(C(=O)C(C)OC(=O)c2nc3nccc(C)n3n2)cc1 (stereo unspecified),0,11,0,2,-0.9,-1,-0.4,3,i,-2
O=C(Cn1cc(C(F)(F)F)ccc1=O)Nc1ccc2c(c1)OCO2,-1,9,1,5,-0.3,-8,1.6,3,i,.
Cc1[nH]nc2c1C(c1ccccc1)C1=C(CC(C)(C)CC1=O)N2 (stereo unspecified),1,-5,-4,1,-0.3,7,0.1,-3,i,-8
O=C1CCc2cc(S(=O)(=O)NC(Cc3ccccc3)C(=O)NC3CCCCC3)ccc2N1 (stereo unspecified),2,3,3,4,-0.8,0,0.5,-1,i,.
CCOC(=O)C(=CNNc1c(C)csc1C(=O)OC)C(=O)OCC,-1,-6,-7,0,-0.5,-12,-0.1,-2,i,-5
O=S(=O)(NCc1ccco1)c1ccc2c(c1)Cc1ccccc1-2,-1,-12,-2,-14,1.6,-6,0.5,1,i,-3
CCC(=O)N=c1sc2cc(F)cc(F)c2n1C,-3,9,3,2,-1.3,1,-0.1,0,i,0
CC(=O)c1cccc(NC(=O)NCc2ccc3c(c2)OCO3)c1,0,6,5,-2,1.2,8,1.6,2,i,-5
CCc1ccc(OCC(=O)O/N=C(\N)c2ccccn2)cc1,2,2,4,2,0.5,13,3.4,0,i,-11
CC(C)c1csc(CN2CCN(CCc3ccccc3)C(CCO)C2)n1 (stereo unspecified),0,-5,1,1,-0.1,14,0.2,-7,i,-3
CC(NCC(O)COc1ccc(S(=O)(=O)N2CCOCC2)cc1)c1ccccc1 (stereo unspecified),-3,-3,2,0,-1.7,3,0.2,-8,i,-8

Whole records, looked up by structure. Screens in order: STEP block	SKN-1 inh	SUMO1 PPI mod	DNMT1 inh	LMPTP block	CendR NRP1 mod	TbMetRS inhib	NadD block	Neddylation inh	Scp-1 inhibitor
COc1cc(S(=O)(=O)N2CCN(C)CC2)c(OC)cc1Cl in the list: -2	-30	2	2	0.7	-3	-0.2	-3	i	3
CC(=O)c1cccc(NC(=O)NCc2ccc3c(c2)OCO3)c1 in the list: 0	6	5	-2	1.2	8	1.6	2	i	-5

Other results:
SMILES,STEP block,SKN-1 inh,SUMO1 PPI mod,DNMT1 inh,LMPTP block,CendR NRP1 mod,TbMetRS inhib,NadD block,Neddylation inh,Scp-1 inhibitor
Cc1ccnc(NC(=O)c2cccc(S(=O)(=O)Nc3ccc(C)cc3C)c2)c1,3,-5,-2,-3,0.8,7,-0.3,3,i,-1
CCOC(=O)c1cc(-c2ccccc2)sc1NC(=O)CCN1C(=O)c2ccccc2C1=O,4,1,-4,-5,1.0,-1,-0.1,-4,i,-15
O=C1C=C(c2ccc3cc[nH]c3c2)C[C@@H](c2ccc3c(c2)OCO3)C1,0,14,-7,12,5.0,-18,0.1,15,i,67*
NC1(CO)COC(c2ccccc2)OC1 (stereo unspecified),-2,-10,6,3,-0.8,4,0.0,-1,i,.
Cc1cccc(NC(=O)Cn2c(=O)n3nc(CCn4nc(C)cc4C)nc3c3ccccc32)c1,2,-6,0,-8,-0.7,-3,-0.2,1,i,-3
CCN(CC)CCN(Cc1cc2ccc(C)cc2[nH]c1=O)C(=O)NC1CCCCC1,-1,9,-2,1,0.8,13,-0.6,-10,i,-8
Cn1ncc([N+](=O)[O-])c1C(=O)Nc1cccc2ccccc12,1,-26,-8,-1,0.2,-2,-0.7,-7,i,-1
C[C@H](NC(=O)[C@@H]1CCCN1C(=O)[C@@H]1CCCN1C(=O)c1ccc(Cl)cc1)c1ccccc1,.,-3,11,.,0.3,5,0.0,4,i,.
Cc1cc2nc(-c3ccccc3O)[nH]c2cc1C,9,13,-1,29,47,-10,0.1,5,.,-10
CC(C)Cn1c(-c2cccc(S(=O)(=O)N3CCOCC3)c2)n[nH]c1=S,0,7,7,4,-1.6,10,0.2,1,i,-4
Cc1ccc(S(=O)(=O)N2C[C@H]3C(=O)C[C@@H](c4cccc(Cl)c4)N(S(=O)(=O)c4ccc(C)cc4)[C@H]3C[C@H]2c2ccc(Cl)cc2)cc1,1,21,1,-2,-2.1,-1,0.7,8,i,.
CCOC(=O)c1sc(CS(=O)(=O)c2ccc(Cl)cc2)nc1C,2,-8,13,2,0.2,-10,-0.1,-6,i,33
COc1ccc(C(=O)NCC(=O)NCC(=O)OCC(=O)C(C)(C)C)cc1,-3,4,-1,2,-0.5,-7,-0.3,-7,i,-8
CCOC(=O)c1nnn(CC(=O)N2N=C(c3cccc4ccccc34)CC2c2ccccc2)c1C(=O)OCC (stereo unspecified),3,4,22,5,5.5,5,-0.5,14,i,-12
CSc1nc2cc3c(cc2n1C(=O)c1ccc(C)cc1)OCCO3,-1,12,-3,4,1.4,0,-0.3,-2,i,-3
C[C@H]1CN([C@@H](C)CO)C(=O)c2cc(NC(=O)Cc3ccccc3)ccc2O[C@H]1CN(C)Cc1ccccc1,0,1,-5,-1,-1.4,3,-0.2,-6,i,-8
CC1CCN(C(=O)c2ncn3c2c(=O)[nH]c2ccccc23)CC1,8,9,4,1,0.7,-12,-0.4,2,i,.
CCCS(=O)(=O)N1CCC(C(=O)NCCCN2CCCC2=O)CC1,0,-4,-2,-2,-2.7,20,-0.2,-4,i,-2
CC(=O)OCc1cc(-c2nc3ccccc3[nH]c2=O)nn1-c1ccc(Cl)cc1,1,17,-7,2,0.3,-2,-2.0,-5,i,-1
C[C@H](CO)N1C[C@H](C)[C@@H](CN(C)C(=O)Nc2cc(F)ccc2F)Oc2ncc(-c3cccc(F)c3)cc2C1=O,-3,-6,4,-3,-1.3,-4,-2.1,3,i,.
CC(C)CC1COC(=O)N1 (stereo unspecified),-5,2,2,5,-4.0,3,-0.1,3,i,-11
CCOc1ccc(NC(=O)CS(=O)CC(=O)Nc2cccnc2)cc1 (stereo unspecified),0,5,5,2,0.1,-1,-0.4,0,i,-6
CCOC(=O)c1c(C)n(C)c2cc(-c3ccc(C)cc3)c(O)cc12,3,8,-2,1,0.3,2,-0.3,7,i,-1
Cc1nc(-c2nc(C(=O)NNS(C)(=O)=O)cs2)cs1,0,-1,-3,1,-1.8,0,-0.5,-3,i,-11
